Screens: PubChem, National Center for Advancing Translational Sciences (NCATS)
12-LOX inh – ALOX12 (human) lipoxygenase inhibition | purified 12hLO, xylenol orange hydroperoxide absorbance | Potency, µM (titrated, usually from 108 µM), for the others: at the highest dose activity change, negative = inhibition, most hits filed as inhibitors | 580,000 tested, 1.1% active | AID 1671190; active = well fitted inhibition curve with a large enough effect; inconclusive = small, poorly fitted or top-dose-only effect, or another doubt; inactive = no such curve, though single readings can be large or run the other way
Target sequence (P18054 whole entry, looked up): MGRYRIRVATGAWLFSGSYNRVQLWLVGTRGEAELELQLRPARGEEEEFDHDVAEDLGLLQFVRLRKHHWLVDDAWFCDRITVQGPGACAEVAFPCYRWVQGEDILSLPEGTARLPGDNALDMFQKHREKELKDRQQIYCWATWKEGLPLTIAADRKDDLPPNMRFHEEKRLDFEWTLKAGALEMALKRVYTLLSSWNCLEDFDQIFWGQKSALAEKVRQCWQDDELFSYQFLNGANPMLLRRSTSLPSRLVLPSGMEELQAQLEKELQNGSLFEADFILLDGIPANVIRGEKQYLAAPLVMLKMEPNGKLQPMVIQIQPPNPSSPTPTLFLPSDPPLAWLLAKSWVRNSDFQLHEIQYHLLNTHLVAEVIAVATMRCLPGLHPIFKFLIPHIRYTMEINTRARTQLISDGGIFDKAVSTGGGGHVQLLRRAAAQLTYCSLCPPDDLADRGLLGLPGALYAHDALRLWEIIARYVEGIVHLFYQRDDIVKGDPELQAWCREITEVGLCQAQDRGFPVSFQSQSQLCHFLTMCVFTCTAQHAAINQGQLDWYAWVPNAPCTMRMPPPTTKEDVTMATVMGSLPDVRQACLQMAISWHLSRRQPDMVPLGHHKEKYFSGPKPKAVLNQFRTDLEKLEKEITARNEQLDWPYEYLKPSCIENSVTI
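Purified human 12hLO (150 nM final) in 25 mM Hepes, 0.01% Triton X-100, pH 7.0 was preincubated 15 min at room temperature with compound. Then 40 uM arachidonic acid was added, 30 min. Hydroperoxide was read by Fe-XO absorbance ratio 573/405 nm.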
Numbers without * were called inactive; ? = inconclusive; ! = not confirmed by another sample; [ ] = remark or other dose. % is scaled to controls: 0 for no effect and ±100 for the full control effect; potency is read from the fitted curve at half-maximal effect. A portion of the library, so the mix of outcomes need not match the whole.

(1) COCCN1C[C@H]2CN(Cc3cccnc3)CCN2C1=O
- 12-LOX inh: 21.9%[176 µM]
(2) O=C1NC2(Cc3ccccc31)CN(CC1CC1)C2
- 12-LOX inh: 10.5%[12.5 µM]
(3) CCC1(N2CCN(C(=O)Cc3c[nH]c4ccccc34)CC2)CCN(S(C)(=O)=O)C1 (centres undefined)
- 12-LOX inh: ?
(4) O=C(Nc1ccccc1)N1Cc2cc(Br)ccc2-n2nncc2C1
- 12-LOX inh: -7.9%
(5) Cc1nc(-c2ccco2)cc([C@H]2CN3CC[C@H]2C[C@@H]3CNC(=O)Cc2cccs2)n1
- 12-LOX inh: -18.9%[176 µM]
(6) C=CCN(C)C(=O)[C@H]1CN2CCC1C[C@@H]2Cn1cc(CO)nn1 (some centres undefined)
- 12-LOX inh: 26.5%[176 µM]
(7) O=C(NC[C@H]1C[C@@H]2CCN1C[C@@H]2CN1CCCCC1)c1ccco1
- 12-LOX inh: 1.8%[176 µM]
(8) COCc1cn(C[C@H]2CC3CCN2C[C@@H]3C(=O)Nc2ccccc2)nn1 (some centres undefined)
- 12-LOX inh: 23.4%[176 µM]
(9) O=C1NCc2ccccc2CC12CCCN(Cc1ccccn1)C2 (centres undefined)
- 12-LOX inh: 80.9%[activator]
(10) CC(C)CN1Cc2ccccc2-n2ccnc2C12CCN(C(=O)c1ccsc1)CC2
- 12-LOX inh: 40.5%[activator]
(11) CCC(CC)c1cc([C@H]2CN3CC[C@H]2C[C@@H]3CNC(=O)Cc2cccs2)nc(-c2ccncc2)n1
- 12-LOX inh: 36.0%[activator]
(12) Cc1nc(N)nc(N2CC[C@@H]3CC[C@H](C2)N3C)c1CCC(=O)O
- 12-LOX inh: 11.2%
(13) CC1=NOC2(CCN(Cc3c[nH]c4ccccc34)CC2)C1
- 12-LOX inh: 6.1%[12.5 µM]
(14) O=S1(=O)NCC2(CCN(Cc3ccsc3)C2)Oc2ncccc21 (centres undefined)
- 12-LOX inh: 10.1%[6.33 µM]
(15) CC[C@@H]1C[C@H]2CC[C@H](O2)[C@H](C)C(=O)O[C@@H](C)C[C@@H]2CC[C@@H](O2)[C@@H](C)C(=O)O[C@H](C)C[C@H]2CC[C@H](O2)[C@H](C)C(=O)O[C@@H](C)C[C@@H]2CC[C@@H](O2)[C@@H](C)C(=O)O1
- 12-LOX inh: -3.6%
(16) CC(C)N1C[C@@H]2OCC(=O)N(CC3CC3)[C@@H]2C1
- 12-LOX inh: 2.6%[176 µM]
(17) Nc1ncccc1CN1C[C@H](c2ccc3c(c2)OCO3)[C@@H]2[C@H]1C1CCN2CC1
- 12-LOX inh: ?
(18) Cc1ccsc1C(=O)N1[C@H]2CC[C@@H]1c1cnc(-c3ccc(F)cc3)nc1C2
- 12-LOX inh: 25.5%
(19) O=C(c1cccs1)N1C[C@@H]2C[C@H](C1)c1c(-c3cncnc3)ccc(=O)n1C2
- 12-LOX inh: 8.2%[176 µM]
(20) COc1cc2c(cc1OCc1ccccc1)N(C(=O)C1CCC(C)CC1)CC21CCN(C)CC1 (centres undefined)
- 12-LOX inh: ?
(21) Cn1c2c(c3ccccc31)CCNCC2
- 12-LOX inh: 0.0%
(22) COc1ccc(NC(=O)N2[C@H]3CC[C@@H]2c2cncnc2C3)c(C)c1
- 12-LOX inh: -1.1%
(23) Cc1nc(-c2ccco2)cc([C@H]2CN3CC[C@H]2C[C@@H]3CNS(=O)(=O)c2cccs2)n1
- 12-LOX inh: ?
(24) O=C(NCc1ccco1)[C@H]1CN2CCC1C[C@@H]2Cn1cc(CO)nn1 (some centres undefined)
- 12-LOX inh: -0.3%[176 µM]
(25) CC1COC2(c3ccccc3Cl)c3cc(Cl)ccc3NC(=O)CN12 (centres undefined)
- 12-LOX inh: -6.2%[22.9 µM]

(26) O=C1CN2CCOC2(c2ccccc2Cl)c2cc(Cl)ccc2N1 (centres undefined)
- 12-LOX inh: -2.4%[22.9 µM]
(27) O=C(O)C1=NOC2CN(Cc3cccc(Br)n3)CC12 (centres undefined)
- 12-LOX inh: -16.8%[6.33 µM]
(28) O=C(c1ccc(F)cc1)N1C[C@@H]2C[C@H](C1)c1c(-c3ccc(Cl)cc3)ccc(=O)n1C2
- 12-LOX inh: 1.5%[176 µM]
(29) COc1ccc(CC(=O)N2C[C@@H](CO)[C@H](N(C)C)C2)cc1Cl
- 12-LOX inh: 10.9%
(30) COc1cccc2c1C(=O)c1c(O)c3c(c(O)c1C2=O)C[C@@](O)(C(=O)CO)CC3OC1CC(N2CCOC(OC)C2)C(O)C(C)O1 (some centres undefined)
- 12-LOX inh: ?
(31) CCN1CCN(c2ccc(Cl)nn2)C(=O)C1
- 12-LOX inh: 18.7%[176 µM]
(32) CN1Cc2ccccc2NC(=O)C12CCNC2 (centres undefined)
- 12-LOX inh: 3.3%[12.5 µM]
(33) CCOC(=O)CNC(=O)N1Cc2cc(Br)ccc2-n2nncc2C1
- 12-LOX inh: -4.5%
(34) COc1cc2c(cc1OCC1CC1)NC(=O)C21CCN(c2ncc(C(C)C)cn2)CC1
- 12-LOX inh: -3.4%[176 µM]
(35) C1CC(N(CC2CC2)C2CNC2)CCO1
- 12-LOX inh: 34.0%
(36) C[C@@H]1CC2=CC(=O)CC[C@@H]2[C@H]2CC[C@@]3(C)[C@@H](CC[C@]3(C)O)[C@@H]21
- 12-LOX inh: -9.3%[22.9 µM]
(37) COc1ccc(S(=O)(=O)N2C[C@@H]3C[C@H](C2)c2c(-c4ccccc4F)ccc(=O)n2C3)cc1
- 12-LOX inh: ?
(38) COc1cc2c(cc1Oc1ccccc1)NC(=O)C21CCN(C(=O)c2ccccc2)CC1
- 12-LOX inh: 0.4%[176 µM]
(39) O=C(NC1CCCCC1)[C@H]1CN2CCC1C[C@@H]2Cn1cc(COc2ccccc2)nn1 (some centres undefined)
- 12-LOX inh: ?
(40) Cc1nc(-c2ccco2)cc([C@H]2CN3CC[C@H]2C[C@@H]3CNC(=O)NC2CCCCC2)n1
- 12-LOX inh: ?
(41) CC(C)NC(=O)NC[C@H]1C[C@@H]2CCN1C[C@@H]2CN1CCSCC1
- 12-LOX inh: 73.9%[activator][176 µM]
(42) Cc1cccc([C@H]2C[C@@H](O)[C@@H](O)[C@@H]2NCC2CCCC2)c1
- 12-LOX inh: 0.5%[176 µM]
(43) CCC1CCC(=O)O1 (centres undefined)
- 12-LOX inh: -2.5%[176 µM]
(44) O=[N+]([O-])c1ncc[nH]1
- 12-LOX inh: ?
(45) CN1CCC(NCC2(CO)C[C@@H](O)[C@@H](O)C2)CC1 (some centres undefined)
- 12-LOX inh: 7.6%[176 µM]
(46) Cc1ncc2c(n1)C[C@@H]1CC[C@H]2N1C(=O)Nc1ccc(C)c(F)c1
- 12-LOX inh: -0.1%
(47) O=S(=O)(NC[C@H]1C[C@@H]2CCN1C[C@@H]2CN1CCN(c2ncccn2)CC1)c1ccc(Cl)cc1
- 12-LOX inh: 0.9%
(48) COc1ccc2c(c1)C1(CCN(C(=O)Nc3ccccc3OC)C1)C(=O)N2 (centres undefined)
- 12-LOX inh: 25.8%
(49) CC(Cc1ccncc1)NCc1ccc(OCC(=O)N2CCOCC2)cc1 (centres undefined)
- 12-LOX inh: 10.4%
(50) CSCC(=O)Nc1ccc2n(c1=O)C[C@H]1C[C@@H]2CN(C(=O)c2ccccc2)C1
- 12-LOX inh: 11.4%[176 µM]

(51) Cc1nc(-c2ccccc2Br)cc([C@H]2CN3CC[C@H]2C[C@@H]3CNC(=O)c2ccc(N(C)C)cc2)n1
- 12-LOX inh: 40.8%[activator]
(52) Cn1nc(-c2ccc(F)cc2)cc1[C@H]1CN2CC[C@H]1C[C@@H]2CNC(=O)Nc1ccccc1
- 12-LOX inh: 65.2%[activator][176 µM]
(53) CS(=O)(=O)N(C1CC1)C1CCOC2(CCNCC2)C1 (centres undefined)
- 12-LOX inh: 5.4%
(54) O=[N+]([O-])c1ccc(N2CC3CCC(C2)N3CC(F)(F)F)nc1
- 12-LOX inh: 1.5%[6.33 µM]
(55) CN1CCCCCCN(Cc2cccnc2)[C@H]2CCC[C@H]2C1=O
- 12-LOX inh: 63.3%[activator]
(56) O=C(Nc1ccccc1)N1C[C@@H]2C[C@H](C1)c1c(-c3cccs3)ccc(=O)n1C2
- 12-LOX inh: 33.0%[176 µM]
(57) COCCNC(=O)[C@H]1CN2CCC1C[C@@H]2Cn1cc(-c2ccc(-c3ccccc3)cc2)nn1 (some centres undefined)
- 12-LOX inh: -2.0%
(58) CCCS(=O)(=O)N1C[C@@H]2C[C@H](C1)c1c(-c3ccc(Cl)cc3)ccc(=O)n1C2
- 12-LOX inh: ?
(59) O=C(NCc1ccccc1)[C@H]1CN2CCC1C[C@@H]2Cn1cc(-c2ccccc2)nn1 (some centres undefined)
- 12-LOX inh: 29.4%[176 µM]
(60) Cc1ccc2c(n1)N(C)[C@H](CO)CCN(C1CCCC1)C2
- 12-LOX inh: 18.6%[176 µM]
(61) O=C(C1CCCC1)N1CCC(C(=O)O)(c2ccccc2)CC1
- 12-LOX inh: ?
(62) CC(C)CC(=O)N1[C@H]2CC[C@@H]1c1cnc(-c3ccc(F)cc3)nc1C2
- 12-LOX inh: 1.7%
(63) Cc1nc(-c2ccccc2)cc([C@H]2CN3CC[C@H]2C[C@@H]3CNC(=O)C(C)(C)C)n1
- 12-LOX inh: 2.4%[176 µM]
(64) CC(=O)NC[C@H]1C[C@@H]2CCN1C[C@@H]2c1cc(-c2ccc3ccccc3c2)nn1C
- 12-LOX inh: 95.6%[activator][176 µM]
(65) Cn1nc(-c2cccs2)cc1[C@H]1CN2CC[C@H]1C[C@@H]2CNCc1ccccn1
- 12-LOX inh: 70.8%[activator][176 µM]
(66) COc1ccc2c(c1)C1(CCN(C(=O)CCc3ccccc3)C1)C(=O)N2C (centres undefined)
- 12-LOX inh: 23.0%
(67) CSc1cccc(NC(=O)NC[C@H]2C[C@@H]3CCN2C[C@@H]3CN(C)CCc2ccccn2)c1
- 12-LOX inh: 36.5%[activator]
(68) O=C(NCCN1CCC2(CC1)C(=O)NCN2c1ccccc1)c1ccc2ccccc2c1
- 12-LOX inh: ?
(69) Cc1nc(-c2ccco2)cc([C@H]2CN3CC[C@H]2C[C@@H]3CNC(=O)C(C)(C)C)n1
- 12-LOX inh: 30.4%[activator][176 µM]
(70) Cc1nc(-c2ccco2)cc([C@H]2CN3CC[C@H]2C[C@@H]3CNC(=O)Nc2ccccc2)n1
- 12-LOX inh: 42.2%[activator][176 µM]
(71) O=c1[nH]c2cc(Cl)ccc2n1C1CCN(Cc2ccc(-c3nc4ccccc4nc3-c3ccccc3)cc2)CC1
- 12-LOX inh: ?
(72) CCN1CCCN(C(=O)c2cccnc2)CC12CCOCC2
- 12-LOX inh: 14.9%
(73) Cc1ccc2c(n1)N(C)[C@H](CO)CCN(CC(C)(C)C)C2
- 12-LOX inh: 24.4%[176 µM]
(74) CN(CCc1ccccn1)C[C@H]1CN2CC[C@H]1C[C@@H]2CNC(=O)c1ccco1
- 12-LOX inh: 30.2%[activator][176 µM]
(75) CCNC(=O)NC[C@H]1C[C@@H]2CCN1C[C@@H]2c1cc(-c2ccc(F)cc2)nn1C
- 12-LOX inh: 13.3%[176 µM]

(76) C=C[C@H]1CN2CC[C@H]1C[C@@H]2CNCc1ccc(-c2ccccc2)cc1
- 12-LOX inh: -15.3%[176 µM]
(77) CC1=C(O)C(=O)C=C2C1=CC=C1[C@@]2(C)CC[C@@]2(C)[C@@H]3C[C@](C)(C(=O)O)CC[C@]3(C)CC[C@]12C
- 12-LOX inh: 2.43µM*!
(78) CC(=O)OCC1=C(C(=O)[O-])N2C(=O)[C@@H](NC(=O)CCC[C@@H](N)C(=O)[O-])[C@H]2SC1.[Zn+2]
- 12-LOX inh: ?
(79) CNC(C)c1cccc(Cl)c1 (centres undefined)
- 12-LOX inh: -8.1%[12.5 µM]
(80) COc1ccc(NC(=O)N2[C@H]3CC[C@@H]2c2cnc(C)nc2C3)cc1F
- 12-LOX inh: 22.0%
(81) O=C(NC[C@H]1C[C@@H]2CCN1C[C@@H]2CN1CCC(Cc2ccccc2)CC1)Nc1ccccc1
- 12-LOX inh: ?
(82) COC1C(=O)N(c2cccc(F)c2)C12CCNCC2 (centres undefined)
- 12-LOX inh: 8.2%
